High-throughput results: PubChem BioAssay, several laboratories
HTRA1 inhibitor: HTRA1 (human) protease inhibition; Q92743; recombinant HTRA1, FP-rhodamine activity-based probe, fluorescence polarization; inhibition, % at 5.96 µM; 340,000 tested, 0.5% active; AID 504803; in the data active = inhibition above about 36%;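 note: 0% = enzyme with DMSO and 100% = wells lacking enzyme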
Target sequence (Q92743 whole entry, looked up): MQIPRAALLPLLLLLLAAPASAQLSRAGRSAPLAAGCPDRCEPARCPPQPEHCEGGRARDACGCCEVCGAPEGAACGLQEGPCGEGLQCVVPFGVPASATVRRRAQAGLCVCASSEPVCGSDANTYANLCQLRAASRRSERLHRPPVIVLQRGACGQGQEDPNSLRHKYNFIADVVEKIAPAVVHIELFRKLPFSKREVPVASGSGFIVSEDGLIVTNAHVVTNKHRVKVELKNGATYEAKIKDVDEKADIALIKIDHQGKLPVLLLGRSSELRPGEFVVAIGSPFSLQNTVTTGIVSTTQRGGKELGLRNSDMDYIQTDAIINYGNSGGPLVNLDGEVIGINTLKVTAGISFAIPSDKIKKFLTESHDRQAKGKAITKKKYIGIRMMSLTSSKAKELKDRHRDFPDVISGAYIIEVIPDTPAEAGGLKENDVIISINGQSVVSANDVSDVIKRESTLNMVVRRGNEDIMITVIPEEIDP
GC-B act: GC-B (human) receptor activation; P20594; HEK293-GC-B cells, CNP EC30, cGMP TR-FRET; 0% at EC30 CNP, 100% saturating CNP; activation, % at 10 µM; 370,000 tested, 0.11% active;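 active = activation at 10 µM reaching about 35% in either raw or pattern-adjusted values, limit read from the data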
TCR-CD3 inh: inhibitors of human TCR-CD3 interaction. TAMRA-labeled TCR probe fluorescence, biochemical. inhibition, % at 9.4 µM. 360,000 tested, 0.37% active. AID 651800; in the data active = inhibition above about 19%;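 note: recombinant mutant TCR 2C K166C tagged with TAMRA read by polarization; 0% = receptor in buffer alone and 100% = receptor with positive control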
rCAG RNA binder: binds r(CAG) RNA repeats; r(CAG) RNA repeat, TO-PRO-1 dye displacement fluorescence; inhibition, % at 3 µM; 370,000 tested, 1.3% active; AID 651821;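 active = inhibition above the plate cutoff, the mean of all test compounds on that plate plus 3 SD, cut at about 35% in these data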;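 note: 0% = DMSO alone and 100% = 100 µM mitoxantrone as full dye displacement; higher means more dye released from RNA so lower well fluorescence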
ABHD4 inh: ABHD4 (mouse) inhibition, primary FP screen. purified mABHD4, FP-Rh probe fluorescence polarization. inhibition, % at 8.92 µM. 370,000 tested, 0.54% active. AID 720543;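 active = inhibition exceeding the mean over every tested compound plus 3 SD, cut at about 30% in these data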;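 note: 0% = plate median of compound wells and 100% = S159A mutant with DMSO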
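Material: mouse ABHD4 enzyme, wild type; Benchmarks: S159A mutant high control, sample median low control; Buffer or medium: HEPES pH 7.0, NaCl, Pluronic buffer; Signal: fluorescence polarization; Read-out: percent inhibition of probe binding, normalized to plate controls; Timing: pre-incubation 45 min, probe exposure 60 min, at 25 °C; Dosing: 8.92 µM, single dose.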
TDP2 absorb: TDP2 (human) inhibition, absorbance primary screen; inhibition, % at 12.8 µM; O95551; recombinant TDP2, T5PNP hydrolysis, p-nitrophenol absorbance 415 nm; AID 720702; 370,000 tested, 0.34% active;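 active = inhibition above the mean of all tested compounds plus 3 SD, set per campaign, cut at about 25% in these data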;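 note: 0% = DMSO with enzyme and 100% = buffer with substrate but no TDP2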
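test system = human TDP2 enzyme | input = TDP2 enzyme at 120 nM final | medium = 50 mM Tris-HCl pH 7.5 with Mg2+, KCl, DTT, BSA | also added = T5PNP substrate, 5 mM | times = 2 h at 37 °C | technique = epi absorbance | benchmarks = high control without enzyme, low control DMSO plus TDP2 | replication = each compound tested once, singlicate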
PRMT1 inh: inhibitors of human PRMT1. Q99873. recombinant PRMT1, activity-based probe fluorescence polarization. inhibition, % at 2.79 µM. 370,000 tested, 1.3% active;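 active = inhibition above about 21% made by adding two undisclosed values, limit read from the data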
SIAE inh: inhibitors of human sialic acid acetylesterase SIAE. Q9HAT2. inhibition, % at 9.66 µM. 370,000 tested, 0.69% active. SIAE FP-Rh probe binding, fluorescence polarization. AID 1053197;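 active = inhibition above a cutoff: mean of compounds within the control limits plus 3 SD of those, cut at about 17% in these data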;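 note: 0% = plate median of compound wells and 100% = probe without SIAE protein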
LEDGF integ inh: blocks HIV-1 LEDGF/p75-dependent DNA integration; TR-FRET IN-LEDGF/p75 DNA integration, Eu/Cy5; 370,000 tested, 0.64% active; AID 743269; inhibition, % at 3.7 µM;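 active = inhibition above the screen-wide mean plus 3 SD, cut at about 13% in these data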;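 note: signal is the Cy5 over europium emission ratio at 671 and 618 nm; 0% = plate median of compound wells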
MBD2 inh: inhibitors of human MBD2 binding to methylated oligonucleotide | Q9UBB5 | AID 686964 | inhibition, % at 4.4 µM | TR-FRET | 370,000 tested, 0.31% active; in the data active = inhibition above about 13%
Target sequence (Q9UBB5 whole entry, looked up): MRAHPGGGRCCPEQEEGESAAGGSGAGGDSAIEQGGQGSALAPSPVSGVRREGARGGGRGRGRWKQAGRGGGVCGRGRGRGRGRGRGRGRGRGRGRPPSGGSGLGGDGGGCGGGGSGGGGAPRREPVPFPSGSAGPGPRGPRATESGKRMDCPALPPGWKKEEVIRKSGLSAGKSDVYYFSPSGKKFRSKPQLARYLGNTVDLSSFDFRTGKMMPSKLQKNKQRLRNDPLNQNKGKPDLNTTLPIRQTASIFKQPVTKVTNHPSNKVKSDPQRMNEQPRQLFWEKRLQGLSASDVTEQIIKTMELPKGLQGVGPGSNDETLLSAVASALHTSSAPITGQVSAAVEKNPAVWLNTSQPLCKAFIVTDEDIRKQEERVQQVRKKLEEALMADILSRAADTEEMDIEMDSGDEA
Numbers without * were called inactive; nt = not tested or not shown. Some of the compounds tested; rates above refer to the full screens.

SMILES,HTRA1 inhibitor,GC-B act,LEDGF integ inh,TDP2 absorb,PRMT1 inh,SIAE inh,rCAG RNA binder,ABHD4 inh,MBD2 inh,TCR-CD3 inh
COC(=O)c1ccc(NC2=CC(=O)CC(C)(C)C2)cc1,1,-4,0,1,0,-8,-1,10,3,1
Cc1cc(C)n2nc(CNS(=O)(=O)c3ccc(F)c(C)c3)nc2n1,-6,0,0,-2,-3,0,1,4,-4,9
CC(NCCCSc1ccccc1)C(O)c1ccc(O)cc1 (centres undefined),5,-2,-1,6,-1,3,0,-2,2,0
S=C(NC1CCCC1)N1CCN(c2cccc(Cl)c2)CC1,-9,0,0,0,-4,-9,-4,-11,2,5
Cc1ccccc1NN=Nc1nc2c([nH]1)c(=O)n(C)c(=O)n2C,3,-4,-1,-5,-3,10,0,3,3,7
Cn1c(Sc2ccc(Br)cc2)c(C=O)c2ccccc21,-29,17,0,-6,-3,-4,3,-2,4,9
COc1ccc(Cl)cc1NC(=O)C1CCCN(S(C)(=O)=O)C1 (centres undefined),12,2,0,-11,-2,-2,0,-1,-1,3
COc1ccc(C2C(C(=O)N3CCCC3)c3cc(OC)c(OC)cc3C(=O)N2C)cc1 (centres undefined),5,0,-2,-13,-3,2,-2,1,3,-6
O=C(C1CCN(S(=O)(=O)N2CCOCC2)CC1)N1CCN(c2ccccc2F)CC1,-9,nt,4,7,-2,2,-3,4,-1,5
CCOC(=O)c1nc2sc3c(c2c(=O)n1C(C)C(=O)OCC)CCCC3 (centres undefined),-4,1,10,-3,-3,4,-6,-6,-2,1
CN1CCN(C(=O)/C(=C\c2cccnc2)NC(=O)c2cccc(Br)c2)CC1,-2,-1,0,2,1,-10,-3,6,-3,4
COc1ccc(CCNC(=O)C(C(=O)c2ccc(F)cc2)n2ccccc2=O)cc1OC (centres undefined),-4,0,-1,10,-1,-6,1,3,1,-1
CCc1ccc(NC(=O)c2cc(-c3ccc(OC)cc3)on2)cc1,3,1,0,10,-1,-1,1,1,-3,2
Brc1ccc(-c2noc(COc3ccc4ccccc4c3)n2)o1,-22,4,0,8,-1,-6,3,-5,1,2
COc1cccc(/C=N/n2c(C3CCCCC3)n[nH]c2=S)c1OC,-17,3,-4,-2,2,-6,8,3,5,0

3 structures already listed, arranged by formula weight, low to high.
SMILES,HTRA1 inhibitor,GC-B act,LEDGF integ inh,TDP2 absorb,PRMT1 inh,SIAE inh,rCAG RNA binder,ABHD4 inh,MBD2 inh,TCR-CD3 inh
CCc1ccc(NC(=O)c2cc(-c3ccc(OC)cc3)on2)cc1,3,1,0,10,-1,-1,1,1,-3,2
Brc1ccc(-c2noc(COc3ccc4ccccc4c3)n2)o1,-22,4,0,8,-1,-6,3,-5,1,2
CCOC(=O)c1nc2sc3c(c2c(=O)n1C(C)C(=O)OCC)CCCC3 (centres undefined),-4,1,10,-3,-3,4,-6,-6,-2,1

Next part
SMILES,HTRA1 inhibitor,GC-B act,LEDGF integ inh,TDP2 absorb,PRMT1 inh,SIAE inh,rCAG RNA binder,ABHD4 inh,MBD2 inh,TCR-CD3 inh
N=C1C(c2nc(-c3ccc(F)cc3)cs2)=C(O)CN1CCCN1CCOCC1,-1,-10,2,2,3,-1,5,3,4,-2
CCC(C(=O)O/N=C(\N)c1ccccc1)c1ccccc1 (centres undefined),-11,2,-4,-4,2,2,-5,-4,2,-8
COCC(Cc1ccccc1)NC(=O)Cn1cc(C)c(=O)[nH]c1=O (centres undefined),5,1,2,7,-6,1,1,2,-1,0
COCCc1ccc(OC2(C)CCN(Cc3cccn3-c3nccs3)C2)cc1 (centres undefined),nt,2,-2,-1,1,3,1,6,-2,-3
O=[N+]([O-])c1ccc(O)c(-c2nn[nH]n2)c1,29,1,3,-2,13,-4,2,21,-4,0
O=C(CCN1C(=O)C2CC=CCC2C1=O)Nc1cc(C(F)(F)F)ccc1N1CCCC1 (centres undefined),-8,1,-1,4,-9,-1,-4,-3,6,-2
Cc1nc(Br)c(Br)n1Cc1ccccc1,-1,0,2,1,1,-3,1,-11,7,-2
CCCOc1ccc(F)cc1-c1cc(C(=O)NCc2cccc(C(F)(F)F)c2)[nH]n1,nt,6,2,-22,-3,-55,0,-54,-1,2
O=C(c1ccc([N+](=O)[O-])cc1)N1CCN=C1SCc1ccccc1,1,-4,2,10,0,5,-2,-2,-2,-2
COc1ccc(-c2csc(NCCn3c(C)nc4cc(C(F)(F)F)ccc43)n2)cc1,-13,-4,2,-5,1,8,4,4,2,-6
Cc1ccc(N(CCC#N)C(=O)COC(=O)C2CCN(S(=O)(=O)c3ccc4c(c3)OCCO4)CC2)cc1,-8,0,-10,-2,1,0,-1,-4,2,-5
Cc1ccc(NC(=O)CN(c2ccc3c(c2)OCO3)S(=O)(=O)c2c(C)n[nH]c2C)cc1,-16,-10,0,-4,-1,-1,3,0,4,-2
CCc1ccc(NC(=O)CSc2nc3ccccc3nc2N2CCCCC2)cc1,1,-1,6,2,0,-8,4,3,3,3
COc1ccc(COC(=O)Nc2cn(C)nc2C(F)(F)F)cc1,-6,nt,4,-3,-3,-2,1,3,1,1
COc1cccc(CC(=O)Nc2ccc3nc(C)sc3c2)c1,-9,-2,0,1,1,1,3,-3,1,2
Cc1cc(C)cc(NC(=O)CNC(c2ccccc2)c2ccccc2)c1,-42,2,-3,-7,2,6,0,-7,-6,0
N#C/C(=C\c1cn(Cc2ccccc2C#N)c2ccccc12)C(=O)NCc1cccs1,nt,-6,2,8,-1,-7,3,-3,-4,-1
COc1ccccc1NC(C)C(=O)N/N=C/c1ccccc1OCc1cccc(Br)c1 (centres undefined),-16,2,-4,0,-1,7,2,11,-5,7
COCn1c(COc2ccc3ccccc3c2)nc2ccccc21,-19,-7,4,7,-3,-3,-6,-10,5,0
COc1ccc(CCNC(=O)CN2C(=O)NC(C)(c3ccc([N+](=O)[O-])cc3)C2=O)cc1 (centres undefined),0,-3,-1,-10,6,-7,0,-10,2,-5
Cn1c(=O)c2c(nc(Oc3ccccc3Br)n2C)n(C)c1=O,0,-3,-3,6,2,-5,3,-1,-1,7
CCOC(=O)[C@]12CCCC=C1N(Cc1ccccc1)C(=O)[C@H](CC(=O)NCc1cccc(C(F)(F)F)c1)C2,nt,1,-4,4,-3,4,1,-6,-3,7
CCOC(=O)c1c(NC(=O)CN2CCCCC2)sc2c1CCCC2O (centres undefined),-24,2,0,-3,2,-3,1,6,2,1
O=C(Nc1ccc2c(c1)Cc1cc([N+](=O)[O-])ccc1-2)C(F)(F)F,nt,11,1,-9,-7,-5,3,-2,-5,-3
Cc1ccc(C23CC4CC(CC(C(=O)OCC(=O)N(C)C)(C4)C2)C3)cc1,-4,12,0,-2,2,4,-10,-1,0,1
COc1ccc(OC)c(C(=O)c2coc3cc(Br)c(O)c(Br)c23)c1,-4,-7,4,-2,20,10,14,11,-2,7
COc1ccccc1C(=O)NCCC(=O)N1CCCC(C)C1 (centres undefined),5,2,3,4,-9,14,-5,3,0,0
O=C(c1ccc(CS(=O)(=O)c2ccccc2)o1)N1CCN(c2ccccc2)CC1,4,1,0,-9,8,1,2,-5,-3,2
O=C(CN(C(=O)c1ccc(Cl)cc1Cl)N1C(=O)C2C3C=CC(C3)C2C1=O)c1ccc(F)cc1 (centres undefined),1,-6,-3,-10,0,1,1,2,5,-4
CCC[n+]1cn(/C(C(=S)Nc2cccc(Cl)c2C)=C(/[O-])c2ccc(OC)c(OC)c2)c2ccccc21,0,4,1,0,-3,-2,0,-4,2,-2
CCC1(C)CC(CCN(Cc2ccco2)C(C)=O)(c2ccccc2)CCO1 (centres undefined),0,-12,-2,1,-5,5,-9,-2,-4,4
CC(C)CNC(=O)c1ccc(-c2ccc(F)c(F)c2)c2ccoc12,nt,6,-3,5,5,-2,-1,1,0,-1
CN(C)S(=O)(=O)c1cccc(NC(=O)COC(=O)c2ccc(Br)o2)c1,-2,-6,0,12,1,0,2,0,-2,-2
O=C(CCC(=O)c1ccc(F)cc1)OCc1nnc(-c2ccc([N+](=O)[O-])cc2)o1,5,-3,-2,4,4,4,6,5,5,-10
CSCC(C)N1CCC(n2nccc2NC(=O)c2ccccc2C)CC1 (centres undefined),3,3,4,8,5,0,-10,1,2,-2
O=C(O)CSc1c(Cl)c(=O)oc2ccc(Cl)cc12,2,0,-2,1,4,-2,1,0,3,6
CCOc1ccc2[nH]cc(C(=O)O)c(=O)c2c1,2,2,2,10,-1,6,0,6,3,-5
COC(=O)c1ccc(CNC(=O)/C=C/[C@H]2O[C@@H](n3cc(C)c(=O)[nH]c3=O)C[C@@H]2O)cc1,nt,-1,4,-8,-5,-7,0,-5,-5,2
COc1ccc(NC(=O)CCCn2c(=O)c3sccc3n(Cc3ccccc3C)c2=O)cc1,-11,-2,3,7,3,-5,-3,3,4,6
CSC1(SC2=NCCN2)SC2(NCCN2)S1,-3,2,23*,6,1,3,1,6,4,-12
OC(COc1ccc(Br)cc1)CN1CCCC1 (centres undefined),0,-2,0,-9,-2,4,0,5,-6,-3
O=C(NC1CCCCC1)C(c1ccncc1)N(Cc1ccc2c(c1)OCO2)C(=O)c1cnsn1 (centres undefined),11,-14,12,-10,4,-1,6,6,0,6
